Screening data deposited in PubChem BioAssay by Broad Institute.
S100A4 inh HTS: blocks human S100A4 binding to myosin IIA peptide | inhibition, % at 10.7 µM | S100A4/TAMRA-MyoIIA peptide fluorescence polarization | P26447 | AID 652163 | 360,000 compounds, 0.14% hits;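 active = mean inhibition of at least 70% across replicates, with every replicate also reaching that level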
Target sequence (P26447 whole entry, looked up): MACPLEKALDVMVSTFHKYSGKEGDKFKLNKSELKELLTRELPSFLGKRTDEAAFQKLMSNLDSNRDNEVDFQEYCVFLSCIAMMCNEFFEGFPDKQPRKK
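Compound dosing: one dose per compound; test system: human S100A4 monomer with TAMRA-labelled myosin IIA peptide; probe or stimulus: TAMRA-labelled myosin IIA heavy-chain peptide probe, 5 nM; medium: HEPES buffer with Ca2+, pH 7.2; schedule: 5 min incubation before reading; benchmarks: neutral control DMSO, positive control TFP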
esBAF inh: inhibitors of esBAF chromatin remodeling in mouse ES cells. Bmi1-luciferase knock-in reporter, 24 h; 100% = twice the neutral-well signal. reporter increase, % at 12.5 µM. 350,000 compounds, 2% hits; in the data active = activation above about 40%;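 also: 0% = median of the plate's neutral control wells and 100% = double that signal; a rise in the Bmi1 reporter signal indicates esBAF inhibition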
XiGFP reactiv: X-chromosome reactivation activator. 360,000 compounds, 0.055% hits. XiGFP mouse fibroblasts, % GFP-positive cells imaging, 3 d; cells co-treated with 5-aza-dC sensitizer; scaled so ellipticine positive control = 100%. activation, % at 7.58 µM. AID 743238;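 active = mean normalized replicate activation at least 10% and every replicate at or above 10%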;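 also: 0% = median of on-plate neutral control wells and 100% = ellipticine 6 µM median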
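System: 68-5-11 XiGFP fibroblast line; Timing: 3 days compound exposure; Compound dosing: one concentration, pinned; Benchmarks: positive control ellipticine, 6 µM final; Buffer or medium: DMEM containing 5-aza-dC.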
RAD52 anneal inh: RAD52 (human) annealing inhibition. P43351. recombinant RAD52 DNA annealing, FRET fluorescence. inhibition, % at 18.7 µM. 360,000 compounds, 0.46% hits. AID 651710;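 active = every replicate showing at least 50% inhibition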
RAD54 inh: RAD54 (human) branch migration inhibition; Q92698; RAD54 Holliday junction branch migration, FAM/BHQ fluorescence; inhibition, % at 10.4 µM; 360,000 compounds, 0.14% hits; AID 602329;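 active = mean normalized replicate activity at least 40 and at least half of replicates scoring 40 or more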;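 also: 0% = median of neutral control wells and 100% = median of positive control wells; inhibitors cause a drop in the FAM fluorescence signal; in these data hits start at about 50%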
Target sequence (Q92698 whole entry, looked up): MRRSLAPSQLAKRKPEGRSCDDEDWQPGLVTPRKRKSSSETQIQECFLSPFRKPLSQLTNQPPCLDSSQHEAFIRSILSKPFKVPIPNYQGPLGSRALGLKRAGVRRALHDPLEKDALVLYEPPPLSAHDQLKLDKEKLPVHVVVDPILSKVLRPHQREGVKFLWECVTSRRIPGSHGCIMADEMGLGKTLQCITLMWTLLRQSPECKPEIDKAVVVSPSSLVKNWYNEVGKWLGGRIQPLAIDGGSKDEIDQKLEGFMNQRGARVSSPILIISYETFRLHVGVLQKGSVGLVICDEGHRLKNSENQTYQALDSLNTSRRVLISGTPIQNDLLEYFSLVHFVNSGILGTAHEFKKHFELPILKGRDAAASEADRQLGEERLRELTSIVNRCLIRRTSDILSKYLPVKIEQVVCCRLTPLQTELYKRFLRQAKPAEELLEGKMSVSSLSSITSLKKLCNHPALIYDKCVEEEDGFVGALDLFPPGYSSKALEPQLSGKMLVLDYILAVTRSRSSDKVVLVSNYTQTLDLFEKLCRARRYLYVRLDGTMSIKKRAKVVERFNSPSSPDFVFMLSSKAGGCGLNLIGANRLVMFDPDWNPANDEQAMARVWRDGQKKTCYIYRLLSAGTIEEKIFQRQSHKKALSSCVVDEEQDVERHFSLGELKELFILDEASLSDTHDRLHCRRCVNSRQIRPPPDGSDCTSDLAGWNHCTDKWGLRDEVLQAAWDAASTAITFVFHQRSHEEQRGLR
E-sel inducer: induces E-selectin expression in human endothelial cells; 260,000 compounds, 0.37% hits; HUVEC E-selectin immunofluorescence imaging; normalized: neutral wells 0, TNF-alpha wells 100; activation, % at 7.58 µM;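 active = mean E-selectin-positive cell signal at least 10% of the positive control, reached in at least 60% of replicates, without over 20% cell loss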;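 also: in these data hits start at about 27%; measured in HUVEC primary endothelial cells; signal is the percent of cells scored E-selectin positive by PE staining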
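System: HUVEC / Compound: single concentration / Signal: immunofluorescence imaging / Read-out: percent E-selectin-positive cells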
FN deposition inh: fibronectin deposition inhibition; AH1F fibroblasts, Alexa488-fibronectin deposition fluorescence, overnight; 350,000 compounds, 0.086% hits; inhibition, % at 12.6 µM;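 active = mean inhibition across replicates of 30% or more, regardless of how many single replicates reach that level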;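 also: positive control wells lacked labelled fibronectin entirely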
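material = AH1F fibroblast monolayer depositing Alexa488-labelled fibronectin into matrix | amount = 10000 AH1F cells/well | buffer or medium = DMEM plus 2% serum, read in PBS | incubation = 1 h cell adhesion before compound, then overnight fibronectin incubation | detection = fluorescence at 485 nm excitation, 525 nm emission | evaluation = percent inhibition as loss of matrix-bound fibronectin fluorescence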
EWS-Fli inh: blocks EWS/Fli oncoprotein-driven transcription; inhibition, % at 12.6 µM; 350,000 compounds, 0.67% hits; AID 651661; A673 NR0B1-luciferase reporter, viability-normalised;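 active = mean inhibition of at least 50% after viability correction, with every replicate also passing that limit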;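 also: firefly luciferase signal divided by Alamar Blue viability fluorescence both relative to DMSO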
An asterisk follows results filed as active; nt = no result given; & = joins results of further samples.

SMILES	S100A4 inh HTS	esBAF inh	XiGFP reactiv	RAD52 anneal inh	RAD54 inh	E-sel inducer	FN deposition inh	EWS-Fli inh
COc1ccc(-c2cc3ccccc3[nH]2)cc1	2	39	0.5	15	-2	nt	-2	-144
COc1cccc(CN2CCCC(C(=O)c3ccc4c(c3)OCO4)C2)c1OC (stereo not given)	3	nt	0.1	-19	nt	nt	-8	-1
CCN(CC)S(=O)(=O)c1ccc(N2CCc3cc(OC)c(OC)cc3C2)nc1	-3	1	0.2	-4	2	0.1	-1	8
C[C@H](CO)N1C[C@H](C)[C@@H](CN(C)CC2CCCCC2)Oc2c(NC(=O)c3nc4ccccc4s3)cccc2C1=O	2	1	0.0	-16	8	0.0	-8	17
O=C(/C=C/c1ccccc1)NCCc1c[nH]c2ccccc12	10	4	0.0	-11	-11	4.1	-1	20
O=[N+]([O-])c1ccc2c(c1)/C(=N\O)c1ccccc1-2	-6	9	0.1	-15	42	-0.1	6	-28
COc1ccc(CNC(=O)C(=O)c2cn(CC(=O)N3CCCC3)c3ccccc23)cc1	9	26	0.5	-87	9	-0.1	-12	nt
COc1cccc(-c2ccc([C@H]3[C@@H](CO)N4C(=O)CNC[C@@H]34)cc2)c1	-2	nt	0.0	-24	nt	-0.3	1	-9
Cn1c(=O)c2c(nc(NCCOc3ccc(F)cc3)n2C)n(C)c1=O	-7	nt	-0.1	-12	nt	1.4	-4	8
Cc1oc(-c2cc3c(cc2Cl)OCO3)nc1CN1CCCC1c1ccc(F)cc1 (stereo not given)	-7	nt	0.0	-55	nt	nt	12	6
Cc1nc(NC(=O)c2ccccc2)sc1-c1csc(Nc2ccc(C(=O)O)cc2)n1	-3	28	0.0	-1	-1	nt	6	-30
Cn1cccc1C(=O)Nc1ccc(Cl)c(S(=O)(=O)N2CCCCC2)c1	-1	8	0.0	-5	4	-1.3	-15	5
CC(C)C[C@H]1CNC(=O)C(=O)N1C[C@H]1CCCN1C[C@H](CC(C)C)N1C[C@H](Cc2ccccc2)N(CC2CCCCC2)C(=O)C1=O	2	nt	0.0	-2	nt	0.0	-3	-5
C/C=C/c1cnc2c(c1)C(=O)N([C@H](C)CO)C[C@H](C)[C@H](CN(C)C(=O)C1CCOCC1)O2	19	1	0.2	9	-9	-0.2	nt	-4
C[C@H](CO)N1C[C@H](C)[C@H](CN(C)S(C)(=O)=O)Oc2ccc(NS(=O)(=O)c3cn(C)cn3)cc2C1=O	9	0	0.1	-8	3	-3.7	nt	-5

Looked up by structure from above (4):
SMILES	S100A4 inh HTS	esBAF inh	XiGFP reactiv	RAD52 anneal inh	RAD54 inh	E-sel inducer	FN deposition inh	EWS-Fli inh
O=C(/C=C/c1ccccc1)NCCc1c[nH]c2ccccc12	10	4	0.0	-11	-11	4.1	-1	20
Cn1cccc1C(=O)Nc1ccc(Cl)c(S(=O)(=O)N2CCCCC2)c1	-1	8	0.0	-5	4	-1.3	-15	5
Cc1nc(NC(=O)c2ccccc2)sc1-c1csc(Nc2ccc(C(=O)O)cc2)n1	-3	28	0.0	-1	-1	nt	6	-30
COc1cccc(CN2CCCC(C(=O)c3ccc4c(c3)OCO4)C2)c1OC (stereo not given)	3	nt	0.1	-19	nt	nt	-8	-1

Next records follow:
SMILES	S100A4 inh HTS	esBAF inh	XiGFP reactiv	RAD52 anneal inh	RAD54 inh	E-sel inducer	FN deposition inh	EWS-Fli inh
COc1cccc(C(=O)Nc2nnc(-c3cccs3)o2)c1	-15	28	0.2	-20	-2	0.2	3	-17
COc1ccc(NC(=O)N(C)C[C@@H]2Oc3c(NC(=O)CCCCCC(=O)Nc4ccccc4N)cccc3C(=O)N([C@@H](C)CO)C[C@H]2C)cc1	-5	nt	0.1	4	nt	0.0	5	nt
Cc1c(C(=O)NNC(=O)c2ccccc2O)oc2ccc(Br)cc12	-5	31	0.0	-9	-4	nt	nt	-7
CC1=CC(=O)C(C(C)=Nc2cccc(Cl)c2)C(=O)O1 (stereo not given)	-6	-4	0.0	-19	-1	0.2	-5	6
CO[C@@H]1CN(C)C(=O)c2cc(NC(=O)Nc3ccccc3)ccc2OC[C@@H](C)N(CC2CC2)C[C@@H]1C	11	9	-0.1	-7	-7	-0.1	9	1
CC1(C(=O)NCc2cccc3ccccc23)CCN1Cc1cc2ccccc2o1 (stereo not given)	-2	-3	0.0	28	5	0.1	-1	-2
CC1CCN(CC(=O)NC(=O)NCc2ccccc2)CC1	-1	nt	0.0	-22	-3	nt	-1	-1
N#Cc1ccc(-c2ccc(C3[C@H]4CNC[C@@H]3N4C(=O)Nc3ccccc3F)cc2)cc1 (stereo not given in full)	-42	nt	0.1	37	nt	0.0	7	-14
COC(=O)C1CN(C(=O)COc2ccccc2C)c2ccccc2O1 (stereo not given)	-3	8	0.2	-14	-13	-0.1	-4	2
O=C(Nc1ccccc1)C1CCCN1S(=O)(=O)c1cccs1 (stereo not given)	2	-1	0.2	-1	-14	-0.1	6	1
Oc1cccc(-n2nnnc2SCc2ccccc2F)c1	2	17	0.0	-12	4	-0.1	3	14
Cc1noc(C)c1NC(=O)N(C)C[C@H]1Oc2ccc(NC(=O)Cn3cnnn3)cc2C(=O)N([C@H](C)CO)C[C@H]1C	-11	-1	0.1	-50	10	-6.6	nt	-5
COc1cccc(N=Nc2c(N)[nH]n3c(=O)c4c(nc23)CCCC4)c1	6	nt	0.0	-4	3	nt	-16	11
Cc1ccc(CSCC(Nc2ccc(C(=O)O)cc2[N+](=O)[O-])C(=O)O)cc1 (stereo not given)	-21	0	nt	12	-5	nt	nt	-10
COc1ccc(-c2n[nH]c(=S)n2/N=C/c2cccn2C)cc1	-5	nt	0.0	-10	-2	0.4	3	-3
COc1ccc(C(=O)CN2C(=O)c3ccccc3C2=O)cc1	-3	30	-0.1	-10	1	nt	11	-28
C[C@@H]1CCCCO[C@@H](CN(C)S(=O)(=O)c2ccccc2)[C@@H](C)CN([C@@H](C)CO)C(=O)c2cc(NC(=O)C3CCCCC3)ccc2O1	-4	18	-0.1	-46	-2	-0.1	2	0
O=S1(=O)N[C@H](Cc2ccccc2)COc2cc(F)ccc21	-4	nt	0.1	7	nt	-0.1	7	-6
C[C@@H]1CCCCO[C@H](CN(C)S(=O)(=O)c2cccs2)[C@@H](C)CN([C@H](C)CO)C(=O)c2cc(NC(=O)c3ccncc3)ccc2O1	-10	-7	0.1	-10	1	nt	-10	-1
O=C(Nc1ccc(CN2CCCCC2)cc1)c1c(F)c(F)c(F)c(F)c1F	-2	-6	0.0	-6	0	nt	nt	9
O=C1N[C@@H](Cc2ccccc2)[C@@H](c2ccco2)O1	2	-5	0.1	-28	-1	0.0	-5	-3
C=CCCC(=O)N1C[C@H]2CON(C)[C@H]2C[C@H]1c1ccc(N2CCCCC2)cc1	-29	-1	-0.1	-92	-21	-0.1	-5	-9
CC/C(C)=N\NC(=O)CNC(=O)c1ccc(Cl)cc1Cl	2	-18	0.0	6	-1	nt	2	2
CCNC(=O)COc1ccc(CC)cc1	2	nt	0.1	-12	nt	-2.1	-3	5
O=C(COC(=O)C1CCN(c2ccc(C(F)(F)F)cn2)CC1)NCc1ccc(Cl)cc1Cl	-1	18	-0.1	-20	-2	-0.5	-3	1
CCN(CC)c1ccc(S(=O)(=O)N2CCOCC2)cc1NC(=O)Cn1nc(C)c([N+](=O)[O-])c1C	9	-1	0.0	-11	5	-1.5	8	3
O=C(CNS(=O)(=O)c1ccccc1)NCc1cccnc1	8	3	0.0	-7	6	-0.4	11	-6
O=C(C[C@@H]1CC[C@H]2[C@@H](COC[C@@H](O)CN2C(=O)Nc2ccc(F)cc2)O1)NCC1CC1	0	-3	-0.1	1	3	0.1	-5	nt
CC(=O)Oc1ccccc1C(=O)N(C1CCCCC1)C1CCCCC1	1	6	0.1	6	-3	0.0	-4	-1
COc1ccc(-c2nc3c(-c4ccccc4)cnn3cc2C)cc1F	1	24	0.0	-12	0	-2.3	4	-45
COc1ccc2c(c1)c(CC(=O)OCC(=O)N(C)C)c(C)n2C(=O)c1ccc(Cl)cc1	-5	-6	0.1	-4	-2	0.0	2	6
O=C1C(O)CC2c3ccccc3CC3(CCCC3)N12 (stereo not given)	-11	-2	0.2	-17	1	-0.2	-8	0
CCCCNC(=O)C1(C)CCC(=O)N1CC(F)(F)F (stereo not given)	-2	-2	0.7	-1	6	0.0	4	-14
CN1[C@@H]2Cn3c(ccc(-c4ccccc4F)c3=O)[C@H]1[C@@H](C(=O)NCc1ccccn1)[C@@H]2CO	0	4	0.3	-7	2	-0.2	nt	9
CC(C)(C)N(Cc1ccccc1)C(=O)CSc1ncn[nH]1	-2	-8	-0.1	6	1	nt	21	6
CC1(C)Cc2c(sc3nnn(Cc4ccc(Cl)cc4)c(=O)c23)CO1	-1	nt	0.3	-22	2	-1.9	6	5
Cc1noc(C)c1NC(=O)Nc1ccc2c(c1)C(=O)N(C)[C@@H]1CC[C@H](CC(=O)N[C@@H]3CCN(Cc4ccccc4)C3)O[C@@H]1CO2	-20	-1	0.0	19	0	-0.1	-6	-5
O=S(=O)(c1ccc(-c2ccon2)s1)N1CCN(CCN2CCOCC2)CC1	-29	-5	-0.1	-28	-1	nt	-2	7
O=c1c2ccccc2nc(COc2ccccc2)n1/N=C/c1cc([N+](=O)[O-])ccc1O	-4	nt	0.3	4	3	0.3	15	-24
O=C(/C=C/c1ccco1)Nc1ccc(CN2CCOCC2)cc1	-7	15	0.0	-10	-6	0.3	-6	-53
CC(C)CN(C[C@H]1N[C@H](CO)[C@H]1c1ccccc1)C(=O)CN(C)C	45	0	0.3	-2	1	0.1	-5	4
COc1ccc(-c2ccc([C@@H]3[C@H]4CN(C(=O)Cc5ccccn5)CC(=O)N4[C@H]3CO)cc2)cc1	nt	nt	0.0	-7	nt	-0.1	-3	0
COc1ccc(-n2c(SCC(=O)Nc3sc4c(c3C#N)CCCC4)nnc2-c2ccc(O)cc2)cc1	1	-8	nt	-13	-16	-1.1	-7	nt
O=S(=O)(Nc1cc(Sc2cccc3cccnc23)c(O)c2ccccc12)c1ccccc1	-10	nt	53*	-27	nt	nt	8	6
CCOc1ccc(OCC)c(NS(=O)(=O)c2cn(C)cn2)c1	-2	4	0.0	-8	6	nt	1	-7
C[C@H](CO)N1C[C@H](C)[C@@H](CN(C)C(=O)Nc2ccccc2F)OCc2cnnn2CCCC1=O	-3&27&-5	1&3&1	0.2&-0.3	-11&1&11	3&13&12	0.2&0.3	-16&-3	-2&2&-1
C[C@H]1CN([C@@H](C)CO)C(=O)Cc2cc(NC(=O)Cn3cnnn3)ccc2O[C@H]1CN(C)Cc1ccc2c(c1)OCO2	6	1	-1.1	11	-1	nt	nt	0
CNC[C@@H]1Oc2ccc(NC(=O)Nc3ccc(C(F)(F)F)cc3)cc2C(=O)N([C@H](C)CO)C[C@@H]1C	-4	-2	0.0	25	11	nt	nt	-5
C[C@@H]1CCCCO[C@H](CN(C)S(=O)(=O)c2ccccc2)[C@@H](C)CN([C@@H](C)CO)C(=O)c2cc(NS(C)(=O)=O)ccc2O1	3	-4	0.1	-5	8	0.0	nt	-7
